# AMPAR-TARP mod: modulators of GluA2-stargazin AMPA receptor complexes, primary screen, cell-based, membrane potential dye; calls only at 30 µM; Voltage-dependent calcium channel gamma-2 subunit (Mus musculus) + Glutamate receptor 2 …; AID 1259245, 2017; hit rate 3.5% among 40,000; HEK293 GluA2+stargazin, membrane potential dye (FDSS), glutamate EC50; hits were called plate by plate, in both directions;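 active = any of four per-well response measures lying three or more SD from its plate-wide compound average, in either direction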
# AMPAR-TARP mod agonism max-min: second read-out of AMPAR-TARP mod, no call of its own (marks repeat the call); compound max-min signal; compound-alone response (agonism);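 unitless range of fluorescence divided by baseline over first 100 seconds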
# AMPAR-TARP mod glutamate slope: recorded beside AMPAR-TARP mod, whose call it bears; glutamate slope, % of max; measured here: glutamate response slope, % max;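 scaled per plate between vehicle wells and maximal 1 mM glutamate control wells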
# An asterisk follows results filed as active; i = inactive.
SMILES,AMPAR-TARP mod,AMPAR-TARP mod agonism max-min,AMPAR-TARP mod glutamate slope
CS(=O)(=O)N1CCC(C(=O)NCc2cccc(Oc3ccc(F)cc3)c2)CC1,i,0.0693,53.2

# Some of the compounds tested (hit frequency here may not be typical).
